Screening results deposited in PubChem by National Center for Advancing Translational Sciences (NCATS).
aSyn tox rescue = alpha-synuclein toxicity suppression in yeast | S. cerevisiae alpha-synuclein toxicity rescue, BacTiter-Glo growth, 24 h | Potency, µM (top dose mostly 46.1 µM), for the others: top-dose growth rescue (activation), usual class: activators | 94,000 compounds, 0.02% hits | AID 1347070; active means well fitted activation curve with a large enough effect; inconclusive means small, poorly fitted or top-dose-only effect; further: 0% is about no effect
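Growth restoration measured by BacTiter-Glo luminescence after 24 hr at 30 deg C; alpha-synuclein yeast, raffinose-pregrown to mid-log, were added at OD600=0.02 in galactose medium onto pinned compounds.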
The depositor's hits bear a star; ? = inconclusive; [ ] = remark or other dose. Potency means the concentration at half of the fitted maximal effect.

| compound | aSyn tox rescue |
| --- | --- |
| CNC(=O)C(=O)NCC1CCCN1S(=O)(=O)c1cccs1 (configuration not stated) | -2% |
| O=C(Nc1nc2c(F)cccc2s1)c1ccco1 | 1% |
| O=C(Nc1ccc(OC(F)(F)F)cc1)c1ccc(S(=O)(=O)N2CCOCC2)o1 | -23% |
| O=C(c1cccc(Cl)c1)N1CCC(c2nc3ccccc3[nH]2)CC1 | -4% |
| Cc1ccc(NC(=S)N(Cc2cccc(Br)c2)CC2CCC(C(=O)O)CC2)cc1Cl (configuration not stated) | -10% |
| COc1ccc(OC)c2[nH]c(C(=O)N/N=C/c3ccccc3O)cc12 | 5% |
| O=C(NCc1ccncc1)C1CCCN(S(=O)(=O)c2cc(Cl)ccc2Cl)C1 (configuration not stated) | -2% |
| Cc1cccc(NC(=O)/C(C#N)=C/c2ccco2)c1 | -6% |
| Cc1ccc2nc(SCC(=O)Nc3ccc(C#N)cc3)[nH]c2c1 | 0% |
| CC(=O)NCCc1nc2cc(NC(=O)c3ccc([N+](=O)[O-])cc3)ccc2n1C | -12% |
| CCCCn1c(N)c(N(CCOC)C(=O)c2ccc(S(=O)(=O)N3CCCCCC3)cc2)c(=O)[nH]c1=O | -3% |
| COc1cccc(CN(C(=O)/C=C/c2ccc(Cl)cc2)C2CCS(=O)(=O)C2)c1 (configuration not stated) | 10% |
| C[C@H](NC(=O)c1[nH]cnc1C(=O)Nc1ccccc1F)c1ccccc1 | -7% |
| O=C(NCC(c1ccco1)N1CCCC1)c1cccc(S(=O)(=O)N2CCCCC2)c1 (configuration not stated) | -7% |
| CCOc1ccc(C(=O)Nc2ccc3nc(SCC(=O)N4CCc5ccccc54)sc3c2)cc1 | 2% |
| CCN(CC)C(=O)c1sc2c(c1C)c(=O)n(-c1ccc(C)c(C)c1)c(=O)n2Cc1cccc(Cl)c1 | -12% |
| Cc1ccc(Nc2c(-c3c[nH]c4ccccc34)nc3cc(C)ccn23)cc1 | -17% |
| O=C(N/N=C/c1ccc(N2CCOCC2)cc1)c1ccccc1NS(=O)(=O)c1cccs1 | -4% |
| Cc1[nH]c2ccccc2c1SCc1ccccc1 | 5% |
| Cn1c(N)c(C(=O)COC(=O)C2=NNC(=O)CC2)c(=O)n(C)c1=O | -5% |
| CC(C)Oc1ccc(CC(=O)NNC(=S)Nc2ccccc2)cc1 | -8% |
| O=C(NCCc1ccccc1)c1cnn(-c2ccc(F)cc2)c1-n1cccc1 | -25% |
| Nc1nc2nc(-c3ccccc3)cc(=O)n2[nH]1 | -10% |
| Cc1ccc(S(=O)(=O)Nc2c(O)c3ccccc3oc2=O)cc1 | -1% |
| CSCCCNC(=S)N1CCN(c2ccc(C(C)=O)cc2)CC1 | 0% |
| CNC(=O)Cn1nc(-c2ccc(Cl)cc2)c2ccccc2c1=O | 4% |
| COCOCCn1cc(CN2CCS(=O)(=O)N(Cc3ccc(-c4ccc(OC)c(OC)c4)cc3)C(CC(C)C)C2=O)nn1 (configuration not stated) | -1% |
| O=C(NCCNc1ccc([N+](=O)[O-])cc1)c1ccco1 | 0% |
| Cc1ccc(C)c(NC(=O)CN(C)C(=O)Cc2coc3cc(C)c(C)cc23)c1 | 9% |
| COc1ccc(-n2c(C)nc3cc(C(=O)NC4CCCCCC4)ccc32)cc1 | -1% |
| CCCCN(C)C(=O)C1CCC(CNS(=O)(=O)c2ccc(Cl)cc2)CC1 (configuration not stated) | -3% |
| COc1ccc(-c2nc3c(C#N)c[nH]n3c2NC2CCCC2)cc1 | 7% |
| COc1ccc(C(CNC(=O)COc2ccccc2)N2CCOCC2)cc1 (configuration not stated) | 6% |
| CC1CCCCC12NC(=O)N(Cc1cc(=O)n3ccsc3n1)C2=O (configuration not stated) | 0% |
| Cc1oc(-c2cccc(Cl)c2)nc1CN1CCC(C(=O)NCc2ccc(F)cc2)CC1 | 6% |
| CC1CCN(C(=O)CNC(=O)Cc2ccccc2)CC1 | 1% |
| O=C(N/N=C/c1cccnc1)c1ccccc1OCc1ccc(Br)cc1 | -6% |
| COc1ccc(NC(=O)C2CCCN(S(=O)(=O)c3cn(C)cn3)C2)cc1Cl (configuration not stated) | -4% |
| CCc1ccccc1NC(=O)N1CCN(C(=O)c2nsc3ccccc23)CC1 | 8% |
| CCN(C(=O)COC(=O)Cn1c(C)csc1=O)c1c(N)n(Cc2ccccc2)c(=O)[nH]c1=O | -48%[inhibitor] |

More entries
mol	aSyn tox rescue
CSC1=NC2(CCN(C(=O)NC3CCCCC3)CC2)N=C1c1ccc(C(C)(C)C)cc1	22%
COc1ccc(OC)c(NC(=O)c2cc3c(=O)oc4ccccc4c3s2)c1	4%
C/C=C/c1cnc2c(c1)C(=O)N([C@@H](C)CO)C[C@H](C)[C@@H](CN(C)S(=O)(=O)c1ccc(C)cc1)O2	-5%
O=C1CN(C(=O)CN2CCN(S(=O)(=O)c3ccccc3F)CC2)c2ccccc2N1	2%
COC(=O)c1ccc([C@H]2Nc3ccc(S(=O)(=O)Nc4ccc(F)cc4)cc3[C@H]3C=CC[C@H]32)cc1	4%
COc1ccccc1CNC(=O)CCC1N=C2c3ccccc3N=C(SCC(=O)NCCc3ccccc3)N2C1=O (configuration not stated)	-11%
Cc1nc2cc(-c3cccc(F)c3)nn2c(C)c1CCC(=O)NCCc1ccccc1	4%
CN(C)c1nc(N)c2ncc(=S)[nH]c2n1	10%
COc1ccc(CN2CCC[C@]3(N[C@H](c4ccc(OC)cc4)[C@@H]4C(=O)N(C)C(=O)[C@@H]43)C2=O)cc1	-2%
CCN(CC)C(=O)C1=C(C)N(Cc2ccc(F)cc2)C(=O)C(CC(=O)NCCCCc2ccccc2)C1 (configuration not stated)	4%
CCOc1ccc(N2CC(c3nc4ccccc4n3CCCOc3ccccc3)CC2=O)cc1 (configuration not stated)	10%
CC(NC(=O)C(Cc1ccccc1)n1cccc1)c1ccccc1 (configuration not stated)	5%
Cc1ccc(CNC(=O)CCCCCn2c(=O)c3sccc3n(CC(=O)Nc3c(C)cc(C)cc3C)c2=O)cc1	-1%
COc1ccc(NC(=O)CCc2c(C)nc3c(-c4ccc(F)cc4)c(C)nn3c2C)c(OC)c1	-11%
COc1ccccc1NC(=O)Cn1c(=O)n(-c2cccc(Cl)c2)c(=O)c2sc3ccccc3c21	1%
COC(=O)c1sc(NC(=O)CSc2nc3cccnc3n2C)nc1C	-7%
COc1ccc(C2NC(=O)NC(C)=C2C(=O)OC2CCCCC2)cc1 (configuration not stated)	5%
COc1ccccc1N1CCN(C(=S)Nc2ccc(S(=O)(=O)N3CCOCC3)cc2)CC1	4%
O=C(COc1ccccc1Cl)Nc1ccc(Cl)c(-c2nc3ccccc3o2)c1	4%
CCC(C)NC(=O)c1ccc(CNS(=O)(=O)c2ccc3c(c2)C(C)(C)C(=O)N3C)cc1 (configuration not stated)	-1%
CCOc1ccc(CC2NCCc3cc(OCC)c(OCC)cc32)cc1OCC (configuration not stated)	-4%
Cc1ccc2oc(=O)c3cnn(CC(=O)N4CCN(c5cccc(Cl)c5)CC4)c3c2c1	-5%
CSc1cccc(N2CC(C(=O)NCCN3C(=O)S/C(=C\c4cccnc4)C3=O)CC2=O)c1 (configuration not stated)	-1%
Cn1c(=O)[nH]c(=O)c2c1nc1n2CCS1	1%
Cc1cc(C)c(Nc2ncccc2C(=O)O)c(C)c1	10%
CCOC(=O)C1=C(COC(=O)CCOc2ccc(C)cc2)NC(=O)NC1C (configuration not stated)	12%
Cc1ccc(Nc2nc(N)nc(N)c2S(=O)(=O)c2ccccc2)cc1	-9%
O=C(CCc1c[nH]c2ccccc12)OCC(=O)N1CCN(S(=O)(=O)c2ccccc2)CC1	-11%
COc1cccc(-c2nc(SC(C(C)=O)C(=O)N(C)C)c3c(=O)n(C)c(=O)n(C)c3n2)c1 (configuration not stated)	4%
Cc1ccc(C(=O)c2c(N)c(-c3nc(-c4ccc5c(c4)OCO5)cs3)c3ccccn23)cc1C	0%
Cc1ccc(C(=O)NN2C(=O)C3C4C=CC(C5CC45)C3C2=O)cc1 (configuration not stated)	-2%
Cc1cc(C)cc(NC(=O)CCc2nnc3n(C)c(=O)c4sccc4n23)c1	-11%
COc1ccc2nc(N(Cc3cccnc3)C(=O)C3CCCCC3)sc2c1	?
CC(C)c1ccc(CN(C(=O)c2cc3ccccc3oc2=O)C2CCS(=O)(=O)C2)cc1 (configuration not stated)	9%
CC1CN(Cc2nc3ccccc3c(=O)[nH]2)CC(C)O1 (configuration not stated)	-2%
O=C(Nc1ccc(C(F)(F)F)cc1)c1ccc(NC(=O)C2CCCO2)cc1 (configuration not stated)	2%
CCC(Sc1nnc2c3ccccc3n(CC)c2n1)C(=O)Nc1ccc(NC(C)=O)cc1 (configuration not stated)	-8%
CCOc1ccc(C(=O)Nc2ccc(S(=O)(=O)N(Cc3ccccc3)c3ccccc3)cc2)cc1	-7%
CCc1cccc(C)c1Nc1c(-c2ccc(F)cc2)nc2sccn12	-6%
COc1ccc(C(=O)Nc2nnc(SCc3cc(=O)c4cccc(F)c4[nH]3)s2)cc1	-7%
COc1cc2c(cc1OC)C(COc1ccc(F)cc1)N(C(=O)c1ccccc1F)CC2 (configuration not stated)	12%
Cc1ccc(C)c(N2CCN(CCCNC(=O)c3cnn(-c4cccc(Cl)c4)c3C3CCN(C(=O)OC(C)(C)C)CC3)CC2)c1	-5%
COC(=O)C1=C(N)OC2=C(C(=O)CC(C)(C)C2)C1c1ccccc1OC (configuration not stated)	-1%
O=C(Cn1c(=O)n(Cc2ccco2)c(=O)c2oc3ccccc3c21)Nc1ccc(F)cc1F	-4%
O=C(NCCS(=O)(=O)N1CCN(c2ccccc2)CC1)c1ccco1	4%

Part of the list above in order of molecular weight, low to high:
mol	aSyn tox rescue
Cc1cccc(NC(=O)/C(C#N)=C/c2ccco2)c1	-6%
Cc1[nH]c2ccccc2c1SCc1ccccc1	5%
Cc1cc(C)c(Nc2ncccc2C(=O)O)c(C)c1	10%
Cc1ccc(C(=O)NN2C(=O)C3C4C=CC(C5CC45)C3C2=O)cc1 (configuration not stated)	-2%
COc1ccc(OC)c2[nH]c(C(=O)N/N=C/c3ccccc3O)cc12	5%
COc1ccc(C2NC(=O)NC(C)=C2C(=O)OC2CCCCC2)cc1 (configuration not stated)	5%
C[C@H](NC(=O)c1[nH]cnc1C(=O)Nc1ccccc1F)c1ccccc1	-7%
COc1ccc(C(CNC(=O)COc2ccccc2)N2CCOCC2)cc1 (configuration not stated)	6%
COc1ccc2nc(N(Cc3cccnc3)C(=O)C3CCCCC3)sc2c1	?
CCC(C)NC(=O)c1ccc(CNS(=O)(=O)c2ccc3c(c2)C(C)(C)C(=O)N3C)cc1 (configuration not stated)	-1%
Cc1ccc(C(=O)c2c(N)c(-c3nc(-c4ccc5c(c4)OCO5)cs3)c3ccccn23)cc1C	0%
CCN(C(=O)COC(=O)Cn1c(C)csc1=O)c1c(N)n(Cc2ccccc2)c(=O)[nH]c1=O	-48%[inhibitor]
CCOc1ccc(C(=O)Nc2ccc(S(=O)(=O)N(Cc3ccccc3)c3ccccc3)cc2)cc1	-7%
CCOc1ccc(C(=O)Nc2ccc3nc(SCC(=O)N4CCc5ccccc54)sc3c2)cc1	2%
COc1ccccc1NC(=O)Cn1c(=O)n(-c2cccc(Cl)c2)c(=O)c2sc3ccccc3c21	1%

(continued)
mol	aSyn tox rescue
O=C(Cn1cc([N+](=O)[O-])cn1)NCc1ccc(-n2cccn2)cc1	-6%
Cc1ccc(-n2nc3c(N4CCC(C(=O)NC(C)C)CC4)nnc(C)c3c2C)cc1	-6%
Cc1ccc2c(c1)cc1c(=O)n(CC(=O)NC3CCCCC3)nc(C)n12	0%
CCN1CCN(Cc2c(O)ccc3c(=O)c(Oc4ccccc4C(C)C)c(C(F)(F)F)oc23)CC1	3%
Cc1ccc(/C=N/Nc2cc(C)nc(NCc3ccccc3)n2)cc1	-10%
Cn1nnnc1SCCCNCc1cccc(OCc2ccccc2)c1	5%
Cc1cc(C)cc(NC(c2cccc(Cl)c2)c2nnc(-c3ccccc3)o2)c1 (configuration not stated)	6%
CC(C)c1ccc(NC(=O)CSc2nc3ccccc3nc2Cc2ccccc2)cc1	0%
Cc1ccccc1Cn1c(SCc2ccc(C(=O)NCCc3ccccc3)cc2)nc2ccncc21	-11%
Cc1nccn1CCC1CCCCN1C(=O)CCc1nnc(-c2ccsc2)o1 (configuration not stated)	-2%
Cc1ccc(C(=O)NCC(=O)N2CCN(c3ccccc3O)CC2)s1	-6%
COc1ccc(C(=O)/C=C/C(=O)N(Cc2ccccc2OC)C(C(=O)NC2CCCCC2)c2ccncc2)c(O)c1 (configuration not stated)	16%
O=C(Nc1ccccc1F)c1nc(S(=O)(=O)Cc2ccccc2F)ncc1Cl	-51%[inhibitor]
O=C(NCCCN=C1NS(=O)(=O)c2ccccc21)c1ccc(Cl)cc1	2%
Cc1ccccc1CN1CCc2nc(Nc3ccc4c(c3)OCCO4)ncc2C1	-15%
CC(=O)Nc1cccc(NC(=O)CN2C(=O)CCSc3ccccc32)c1	6%
Cc1cc(C(=O)OCC(=O)c2cccs2)ccc1[N+](=O)[O-]	-5%
Cc1ccccc1-c1nc(CN(C)C(C)c2ccon2)c(C)o1 (configuration not stated)	13%
CC(C)CCn1c(O)c(N=NC(=O)Cn2ccc(C(F)(F)F)n2)c2ccccc21	6%
CCc1ccccc1NC(=O)C(CC)Oc1ccccc1-c1nnc(-c2ccccc2)o1 (configuration not stated)	?
CCOC(=O)C1=C(CN(CC)Cc2ccccc2)NC(=O)NC1c1ccc(Cl)cc1 (configuration not stated)	7%
O=C(NCC(c1ccco1)N1CCc2ccccc21)c1cccc(F)c1 (configuration not stated)	-15%
CCc1ccc(NC(=O)CCS(=O)(=O)c2cc3c(cc2Cl)NC(=O)CO3)cc1	4%

Not all compounds are listed; rates above refer to the full screens.
